Bioassay records from PubChem BioAssay.
KLF5 inhibitor: suppresses KLF5 promoter-driven expression. DLD-1 KLF5 promoter-luciferase reporter, luminescence. inhibition, % at 5 µM. 290,000 tested, 0.23% active. AID 1700;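 active = inhibition above a per-plate limit of that plate's mean compound inhibition plus 3 SD, cut at about 60% in these data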;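 also: 0% = DMSO wells and 100% = LY294002 at 200 µM; higher means less KLF5 promoter-driven luciferase light; inactives centre near -14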
HSP90 refold inh: blocks HSP90-mediated luciferase refolding in reticulocyte lysate; Rabbit reticulocyte lysate, luciferase refolding luminescence, 3 h; AID 1789; 290,000 tested, 0.91% active; inhibition, % at 5.6 µM;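 active = inhibition above the screen-wide mean plus 3 SD, computed separately per campaign, cut at about 16% in these data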;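 also: 0% = DMSO wells and 100% = 60 µM geldanamycin wells; inhibitors lower the luminescence because luciferase stays unfolded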
HSF1 activator: increases HSF-1 driven luciferase reporter signal; 300,000 tested, 1.7% active; AID 504408; activation, % at 9 µM; NIH3T3-HGL HSF-1 luciferase reporter, MG132, 8 h; 100% = twice DMSO control signal;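 active = mean replicate activation of at least 50% with a set share of replicates each reaching 50%; inconclusive = only one of those two conditions met; inactive = mean below 50% and too few replicates reaching it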;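 also: 0% = median of the neutral control wells and 100% = twice that signal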
AI-2 QS mod: modulators of Vibrio harveyi AI-2 quorum sensing system. Vibrio harveyi JMH597 AI-2 luminescence/OD600 ratio, 9 h; active compounds read low; strain lacks LuxN and CqsS sensors; 0 = neutral-control median. activity change, % at 7.5 µM. 300,000 tested, 0.4% active. AID 2094; in the data active = activity change below about -75%, passing the limit was not always enough; inconclusive = no clear call, values can overlap the other calls;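 also: luminescence divided by OD600 gain over 9 h not by final OD600 alone; inactives centre near 13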
HIF act: HIF pathway transcriptional activation. U2OS HRE-luciferase reporter, luminescence; normalized: DMSO 0%, desferrioxamine 100%. activation, % at 7.5 µM (by protocol). 300,000 tested, 0.32% active;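 active = mean activation of at least 10% of the iron chelator positive control signal, with at least half of replicates also reaching 10%; inconclusive = mean and replicate majority disagree about reaching 10%; inactive = mean and most replicates under 10%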
aSyn UTR inh: MLPCN primary screen, SNCA 5' untranslated region. alpha-synuclein 5'UTR reporter, inhibitor activity. inhibition, % (tested at 7.5 µM). 300,000 tested, 0.82% active. AID 1813; in the data active = inhibition above about 60%; inconclusive = no clear call, values can overlap the other calls;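 also: H4 neuroglioblastoma cells stably carrying SNCA 5'UTR luciferase fusion; 0% = DMSO wells and 100% = positive control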
HSF1 inhib: HSF1 inhibition; NIH3T3-HGL HSE-luciferase, MG132-induced, luminescence 8 h; active compounds read low; activity change, negative = inhibition, % at 7.5 µM (by protocol); 300,000 tested, 0.77% active;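 active = more than half of replicate wells show activity change below -50%, luminescence cut by over half; inconclusive = some wells, but at most half, below -50%; inactive = no replicate well below -50%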;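 also: luciferase reports HSF-1 transcriptional activity via heat shock element; 0% = median of DMSO wells and -100% = zero luminescence signal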
GSK3B inh: blocks human GSK3beta kinase activity | GST-GSK3beta kinase, ADP-Glo luminescence, 60 min; active compounds read low | 300,000 tested, 0.038% active | AID 2097 | activity score (negative = inhibition), % at 10 µM | P49841;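 active = more than half of replicate wells score below -50%, meaning over 50% inhibition versus plate controls; inconclusive = some replicates but at most half score below -50%; inactive = no replicate scores below -50%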;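 also: 0% = median DMSO wells and -100% = median GW8510 positive control wells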
Target sequence (P49841 whole entry, looked up): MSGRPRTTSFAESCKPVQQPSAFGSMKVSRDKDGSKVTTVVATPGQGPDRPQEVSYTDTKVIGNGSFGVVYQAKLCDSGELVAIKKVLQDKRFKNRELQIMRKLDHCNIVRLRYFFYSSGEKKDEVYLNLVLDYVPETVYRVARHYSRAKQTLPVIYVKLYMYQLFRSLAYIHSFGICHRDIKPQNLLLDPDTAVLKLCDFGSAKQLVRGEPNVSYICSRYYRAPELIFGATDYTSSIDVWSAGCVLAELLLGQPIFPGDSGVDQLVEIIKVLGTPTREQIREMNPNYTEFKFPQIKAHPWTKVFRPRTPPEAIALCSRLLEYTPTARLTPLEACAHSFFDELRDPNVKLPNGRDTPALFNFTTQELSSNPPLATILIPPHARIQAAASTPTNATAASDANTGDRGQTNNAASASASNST
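Assay system: GST-fused GSK3beta enzyme, cell-free / Medium: Tris pH 7.5 buffer with MgCl2, DTT, BSA, heparin / Also added: peptide substrate plus 25 µM ATP (final) / Compound: 10 µM single point / Timing: kinase reaction with compound 60 min at room temperature / Detection: ADP-Glo luminescence / Benchmarks: DMSO neutral wells and GW8510 at 20 µM as positive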
GSK3A inh: blocks human GSK-3 alpha kinase. AID 2650. ADP-Glo luminescence, 60 min. 320,000 tested, 0.1% active. inhibition, % at 10 µM. P49840;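 in the data active = inhibition above about 50%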;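 also: GST-tagged GSK-3 alpha with peptide substrate and 25 µM ATP; 0% = DMSO neutral wells and 100% = GW8510 positive control wells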
Target sequence (P49840 whole entry, looked up): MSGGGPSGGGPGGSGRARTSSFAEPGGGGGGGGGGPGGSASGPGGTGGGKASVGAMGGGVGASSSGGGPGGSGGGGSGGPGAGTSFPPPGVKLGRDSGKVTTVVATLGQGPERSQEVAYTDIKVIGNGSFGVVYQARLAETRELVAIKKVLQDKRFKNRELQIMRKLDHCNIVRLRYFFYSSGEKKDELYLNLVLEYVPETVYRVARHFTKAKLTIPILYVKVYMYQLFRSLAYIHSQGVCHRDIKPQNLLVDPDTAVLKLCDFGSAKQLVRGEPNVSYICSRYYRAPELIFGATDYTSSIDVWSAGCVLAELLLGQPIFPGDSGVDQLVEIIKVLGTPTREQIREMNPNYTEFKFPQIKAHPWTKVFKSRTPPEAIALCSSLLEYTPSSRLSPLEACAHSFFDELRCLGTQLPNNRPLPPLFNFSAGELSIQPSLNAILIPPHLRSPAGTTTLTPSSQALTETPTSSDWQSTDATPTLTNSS
IEC-6 tox: counter-screen for KLF5 inhibitors: cytotoxicity in IEC-6 cells. 290,000 tested, 0.78% active. inhibition, % at 5 µM. IEC-6 cytotoxicity, luminescence viability; in the data active = inhibition above about 22%;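 also: 0% = plate median of test compound wells and 100% = cytotoxic reference compound wells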
* marks the source's active call; other numbers are inactive results; ? = inconclusive; nt = no result given; & = joins results of further samples. The order is random; about 4.7% have a hit in one of these screens.

no.	Structure	KLF5 inhibitor	HSP90 refold inh	HSF1 activator	AI-2 QS mod	HIF act
1	O=C(CSc1nnnn1C1CCCC1)NCc1ccc2c(c1)OCO2	-13	-2	-16	6	-0.3
2	Cc1noc(C)c1S(=O)(=O)N1CCCC(C(=O)NCCc2ccccc2)C1 (stereo unspecified)	-1	0	13	16	1.0
3	O=C(N/N=C/c1ccc(OC(F)F)cc1OC(F)F)c1ccc(Br)cc1	-23	-5	-6	-2	-0.1
4	COc1ccc(CNC(=O)C(C)OC(=O)C23CC4CC(CC(O)(C4)C2)C3)cc1 (stereo unspecified)	-34	2	-14	-4	0.6
5	O=C(C[n+]1cccc(Br)c1)c1ccc(-c2ccccc2)cc1	-46	2	-1	33	1.1
6	CCOCCCNC(=O)c1ccc(-n2c(=S)[nH]c3ccccc3c2=O)cc1	-9	2	-2	25	-0.9
7	CC(C)CC(=O)NCc1ccc(F)cc1	-7	4	-2	21	0.8
8	Cc1cc2occ(CC(=O)NC3(C)CCS(=O)(=O)C3)c2cc1C (stereo unspecified)	-26	-5	2	15	-0.1
9	COC(=O)c1c(NS(=O)(=O)c2ccccc2)csc1C	2	3	4	6	-0.2
10	Cc1cccn2c(=O)c(/C=C(\C#N)C(=O)NCc3ccco3)c(N3CCCC(C)C3)nc12 (stereo unspecified)	-9	0	5	24	-0.1
11	COC(=O)c1cc(-c2ccc(OC)cc2)nc2nc(SC)[nH]c(=O)c12	5	-1	-14	13	-14
12	O=C(Nc1ccc(F)cc1)Nc1cc(S(=O)(=O)N2CCOCC2)ccc1N1CCCC1	-11	2	20	2	-0.7
13	CC(=O)Nc1sc(N/N=C/c2ccc(O)cc2)nc1-c1ccc(C)cc1	-9	-3	8	26	1.1
14	COc1cc(CNCc2ccc(C(=O)O)cc2)ccc1OCc1ccc(F)cc1	-16	-2	7	21	-1.2
15	Cn1c(=O)cc(C(=O)N/N=C/c2ccc(Cl)cc2)[nH]c1=O	-16	2	0	-4	-0.4

no.	aSyn UTR inh	HSF1 inhib	GSK3B inh	GSK3A inh	IEC-6 tox
1	-11	-5	0	-3	-2
2	-1	4	0	1	0
3	0	-7	1	-2	13
4	16	-5	0	-4	-4
5	-32	1	-1	1	-7
6	10	6	-1	-2	2
7	10	2	1	0	2
8	1	1	0	0	3
9	38	-3	-1	3	9
10	20	5	1	-2	3
11	-10	-4	4	-2	-5
12	-8	7	0	0	-5
13	-21	-3	0	2	-2
14	1	-2	-1	1	2
15	-13	1	0	2	-5

Overlap with the part before: 2 entries, then new ones.
no.	Structure	KLF5 inhibitor	HSP90 refold inh	HSF1 activator	AI-2 QS mod	HIF act
14	COc1cc(CNCc2ccc(C(=O)O)cc2)ccc1OCc1ccc(F)cc1	-16	-2	7	21	-1.2
15	Cn1c(=O)cc(C(=O)N/N=C/c2ccc(Cl)cc2)[nH]c1=O	-16	2	0	-4	-0.4
16	C/C(=N\NC(=O)c1ccc(F)cc1)c1ccccn1	38	9	-9	13	-16
17	Cc1nnc(NC(=O)CSCc2c(C)noc2C)s1	nt	nt	-24	23	0.0
18	C=CCc1cc(OC)ccc1OCC(O)CN1CCN(c2ccc(OC)cc2)CC1 (stereo unspecified)	4&3	0&5	0&21	3&23	-0.3&-0.3
19	O=C(CCCCCN1C(=O)c2ccccc2C1=O)Oc1ccc2c3c(c(=O)oc2c1)CCC3	-7	0	2	-5	-0.2
20	Cc1cc(OCC(=O)N(C)Cc2ccccc2)ccc1Br	-38	-4	7	-15	3.5
21	CC(=O)c1ccc(NC(=O)C2CCCN(S(=O)(=O)c3c(C)[nH]c(=O)[nH]c3=O)C2)cc1 (stereo unspecified)	12	0	-3	15	0.2
22	CCOC(=O)C(CCCCOc1ccc([N+](=O)[O-])cc1)C(=O)OCC	-21	-4	2	21	-0.4
23	COc1ccc(Cc2nnc(SCC(=O)Nc3ccccc3C)n(N)c2=O)cc1	nt	nt	6	18	-36
24	COc1ccc(N/C=C(\C=C\C#N)S(=O)(=O)c2ccccc2)cc1	-14	7	?	8	-0.8
25	Cc1ccc(Nc2ccc([N+](=O)[O-])cn2)cc1Cl	-92	-6	50	-7	1.7
26	CCOc1ccc(CN2CCNC(=O)C2CC(=O)NC2CCOCC2)cc1 (stereo unspecified)	-10	-1	-1	8	-0.1
27	CCOC(=O)c1c(NC(=O)CSc2nnnn2-c2ccc3c(c2)OCO3)sc(C)c1C	-2	-2	8	17	0.0
28	C=CCn1nnnc1-c1cccc(Cl)c1	-32	4	1	19	0.1
29	O=c1cc(CN2CCN(Cc3ccccc3)CC2)c2cc3c(cc2o1)CCC3	-3	4	7	6	-0.8
30	CC(C)c1nc2cc(C(=O)N3CCN(c4cnccn4)CC3)ccc2o1	-14	-5	-12	25	-0.1

no.	aSyn UTR inh	HSF1 inhib	GSK3B inh	GSK3A inh	IEC-6 tox
14	1	-2	-1	1	2
15	-13	1	0	2	-5
16	-93	7	-5	5	32*
17	3	-2	2	-1	nt
18	9&-10	2&3	3&5	1&8	3&4
19	-20	-12	-4	2	3
20	-68	6	1	3	-10
21	18	-2	2	-4	2
22	18	3	0	0	3
23	8	4	-2	-1	nt
24	-4	41	3	-2	-6
25	-93	14	0	5	2
26	4	-3	3	-3	-1
27	26	-3	2	-4	1
28	-17	-4	4	3	-6
29	16	3	-3	-1	0
30	-12	-1	-2	2	-6

Profiles from above. Screens in order: KLF5 inhibitor	HSP90 refold inh	HSF1 activator	AI-2 QS mod	HIF act	aSyn UTR inh	HSF1 inhib	GSK3B inh	GSK3A inh	IEC-6 tox
Entry for `CC(C)CC(=O)NCc1ccc(F)cc1` : -7	4	-2	21	0.8	10	2	1	0	2
Entry for `CCOC(=O)c1c(NC(=O)CSc2nnnn2-c2ccc3c(c2)OCO3)sc(C)c1C` : -2	-2	8	17	0.0	26	-3	2	-4	1

Remaining list, next part
no.	Structure	KLF5 inhibitor	HSP90 refold inh	HSF1 activator	AI-2 QS mod	HIF act
31	COCc1nnc(NC(=O)c2ccc(S(=O)(=O)N(C)C3CCCCC3)cc2)o1	-8	-1	-11	41	-15
32	Cc1ccc(S(=O)(=O)NC(C)C(=O)N2CCOCCOCCOCC2)cc1 (stereo unspecified)	-26	-3	2	3	-0.2
33	Cc1cc(NS(=O)(=O)c2ccccc2)cc(Cl)c1O	-31	-3	6	6	0.3
34	CCc1cc(SC#N)cc(CC)c1NC(=O)CCl	-1	1	30	-44	0.0
35	CN(CCCNC(=O)C1CCN(S(=O)(=O)c2cccc3nsnc23)CC1)Cc1ccccc1	-12	5	-2	18	-0.8
36	CCC(C)(C(=O)NC1CCCC1)N(Cc1ccco1)C(=O)c1ccc2c(c1)OCO2 (stereo unspecified)	-8	4	42	5	0.3
37	CCOC(=O)CCNC(=O)Nc1ccc2nc(C)n(Cc3ccccc3Cl)c(=O)c2c1	3	2	nt	26	-0.2
38	COc1ccc(/C=N/Nc2ncc(Br)cn2)c(OC)c1	-42	4	?	20	4.9
39	CCOc1ccc(/C=N/N2C(=O)C(CC(=O)Nc3ccc(F)cc3F)SC2=NC)cc1OC (stereo unspecified)	-15	1	60*	-1	0.0
40	Cn1c(=O)c2c(nc(CN3CCc4ccccc4C3)n2CC(=O)c2ccccc2)n(C)c1=O	5	3	11	4	0.3
41	CCCCN(CC)CCNC(=O)Cn1cnc2sc(C)c(S(=O)(=O)N3CCOCC3)c2c1=O	-18	3	6	-2	-0.8
42	Cc1ccccc1C(=O)N1CCC(C(=O)Nc2ccc(S(=O)(=O)N3CCCC3)cc2)CC1	-20	1	0	3	0.5
43	Cc1ccc(Nc2ccc(C(=O)N3CCCC3)cn2)c(C)c1	-37	-2	-29	6	0.8
44	Cc1cc(S(=O)(=O)n2ccnc2)c(Cl)cc1Cl	-5	-2	-9	8	0.0
45	COc1ccccc1CNc1ncnc2c1cnn2-c1ccccc1	nt	nt	37	5	1.5

no.	aSyn UTR inh	HSF1 inhib	GSK3B inh	GSK3A inh	IEC-6 tox
31	16	-7	-1	0	-8
32	-3	-6	0	0	-1
33	-3	-2	1	1	9
34	-31	15	1	-2	-2
35	-3	0	2	1	1
36	-11	15	-4	-1	0
37	-17	nt	2	0	2
38	-139	46	2	-3	0
39	-4	22	-4	nt	-8
40	-10	-2	-1	-2	4
41	-4	-2	-2	-1	-3
42	6	-6	3	4	1
43	-19	-19	1	0	0
44	-9	3	-19	-4	7
45	-58	12	-3	-1	nt

Next part.
no.	Structure	KLF5 inhibitor	HSP90 refold inh	HSF1 activator	AI-2 QS mod	HIF act
46	Cc1ccc(C(=O)COC(=O)c2cccs2)cc1	-121	-4	13	4	1.2
47	Nc1c(C(=O)Nc2ccc(S(=O)(=O)N3CCCC3)cc2)sc2nc3ccc(OC(F)(F)F)cc3cc12	12	1	14	19	-5.4
48	C=CCc1ccc(OC(=O)c2ccccc2)c(OC)c1	-25	6	4	4	0.1
49	O=C(O)c1c2c(nc3ccccc13)/C(=C/c1ccc(O)cc1)CC2	-22	13	1	29	-4.5
50	CCN1CCN(C(=O)c2c(-c3c(F)cccc3Cl)noc2C)CC1	-48	1	-3	34	-0.5
51	O=C(CN(c1ccccc1)S(=O)(=O)c1ccc(F)cc1)NC1CCCCCC1	-13	1	-3	6	-0.3
52	O=C(NCCc1ccccc1)C(=Cc1ccc(C(=O)O)cc1)C(=O)NCCc1ccccc1	-14	1	-4	5	-0.6
53	CC(=O)Nc1ccc(NC(=O)COc2ccc([N+](=O)[O-])cc2)cc1	-12	-5	2	10	-0.8
54	O=S(=O)(NCCc1csc(-c2cccnc2)n1)c1ccc2c(c1)OCCO2	-11	1	-7	-14	0.0
55	O=[N+]([O-])c1cc(S(=O)(=O)C(F)(F)F)ccc1Sc1nc2ccccc2s1	-18	-3	-52	31	5.8
56	CC1CCCCC1NC(=O)COc1ccc(-n2cnnn2)cc1 (stereo unspecified)	-1	6	4	59	0.0
57	Cc1cccc(C)c1N1CCN(c2n[nH]c(N)n2)CC1	-13	-5	-9	6	-0.2
58	Cc1ccc(S(=O)(=O)Nc2ccc3nc(C)sc3c2)cc1	-21	3	-19	46	0.1

no.	aSyn UTR inh	HSF1 inhib	GSK3B inh	GSK3A inh	IEC-6 tox
46	-114	11	-2	2	9
47	109*	4	-1	-3	-2
48	-33	-3	2	1	6
49	44	-6	-1	-1	-8
50	24	-1	0	5	-4
51	-6	2	2	-3	-6
52	5	-1	1	-3	8
53	-24	10	-2	-1	4
54	19	-2	-1	3	3
55	-11	?	0	nt	-3
56	11	-9	-1	0	3
57	22	-7	-1	0	-3
58	-19	2	-2	-1	5
